ALDH1A1 inh – ALDH1A1 (human) enzyme inhibition. hit rate 7.3% among 220,000. AID 1030. Purified ALDH1A1, NADH fluorescence, propionaldehyde substrate. P00352. Potency, µM (series often up to 75.3 µM), for the others: at the highest dose activity, negative = inhibition, most hits filed as inhibitors; active = well fitted inhibition curve with a large enough effect, not every such curve was filed as active; inconclusive = small, poorly fitted or top-dose-only effect, or another doubt; inactive = no such curve, though single readings can be large or run the other way;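 also: plate controls were no enzyme wells and a reference inhibitor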
Target sequence (P00352 whole entry, looked up): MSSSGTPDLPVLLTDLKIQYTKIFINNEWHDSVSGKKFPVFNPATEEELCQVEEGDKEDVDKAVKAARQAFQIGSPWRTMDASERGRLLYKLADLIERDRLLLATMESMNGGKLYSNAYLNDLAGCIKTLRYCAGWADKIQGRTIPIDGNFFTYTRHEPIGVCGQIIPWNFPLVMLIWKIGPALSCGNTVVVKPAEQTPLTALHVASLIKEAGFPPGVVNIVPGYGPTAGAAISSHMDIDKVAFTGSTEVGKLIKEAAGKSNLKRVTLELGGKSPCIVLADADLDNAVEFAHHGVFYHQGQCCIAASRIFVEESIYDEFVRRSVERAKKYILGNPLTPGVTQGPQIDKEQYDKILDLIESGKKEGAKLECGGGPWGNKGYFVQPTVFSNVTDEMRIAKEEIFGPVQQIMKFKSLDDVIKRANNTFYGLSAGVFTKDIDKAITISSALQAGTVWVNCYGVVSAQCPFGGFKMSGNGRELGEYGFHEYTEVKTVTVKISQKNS
Tau fluor counter – counter-screen for tau fibril formation inhibitors | AID 1463 | Potency, µM (titrated, usually from 57.7 µM), inactives show at the highest dose activity change, negative = decrease | tau K18 P301L Alexa594 fluorescence, heparin fibrillization | hit rate 0.93% among 280,000; also: % is scaled to controls: 0 for no effect and ±100 for the full control effect; nearly all actives have a fitted effect of over 55% in size
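Human K18 P301L tau (15 uM unlabeled plus 0.24 uM Alexa 594-labeled, final) in 100 mM sodium acetate pH 7 was mixed with compound and 20 uM heparin and incubated 6 hr at 37 C.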
HTT aggregate – mutant huntingtin aggregation inhibition; PC12 HttQ103-GFP aggregates, Acumen cytometry, 40 h; hit rate 1.1% among 220,000; Potency, µM (series often up to 46.1 µM), for the others: at the highest dose activity change, negative = inhibition, most hits filed as inhibitors; also: % is scaled to controls: 0 for no effect and ±100 for the full control effect; nearly all actives have a fitted effect of over 60% in size
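Aggregate formation scored by laser-scanning cytometer (488 excitation, 500–530 emission) in lysed PC12 cells expressing Q103-GFP after 100 nM tebufenozide induction; library tested in dose series, with ATPLite reagent added in the multiplex.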
HTT cytoprotect – cytoprotection in Huntington HTT-Q103 PC12 cell model | AID 1471 | Potency, µM (highest dose often 56.4 µM), inactives show cytoprotection (ATP increase), usual class: activators | hit rate 0.14% among 230,000 | PC12 HTT-Q103 induced, cytoprotection, ATP luminescence, 40 h;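 also: % of control where 0% means no effect; nearly all actives have a fitted effect of over 45% in size; toxic huntingtin expression switched on by the ecdysone agonist tebufenozide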
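PC12 cells with ecdysone-inducible HTT exon 1 Q103-GFP, induced with 100 nM tebufenozide and co-treated with library compounds in a dose series (1536-well, 1500 cells/well). Cytoprotection read as ATP content by ATPlite luminescence.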
Tau fibril FP – tau fibrillization inhibition (FP) | P10636 | K18 P301L tau heparin fibrillization, Alexa594 FP, 6 h | Potency, µM (top dose mostly 57.7 µM), without a hit: top-dose activity, negative = inhibition, most hits filed as inhibitors | hit rate 0.39% among 280,000; also: % is scaled to controls: 0 for no effect and ±100 for the full control effect; nearly all actives have a fitted effect of over 55% in size
Target sequence (P10636 561-689 P618L limits assumed): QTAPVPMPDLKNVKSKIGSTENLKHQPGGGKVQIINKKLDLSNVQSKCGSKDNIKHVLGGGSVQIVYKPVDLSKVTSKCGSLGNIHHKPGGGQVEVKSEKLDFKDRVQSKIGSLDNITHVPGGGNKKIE
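Human tau K18 […] P301L fragment, 15 uM unlabeled plus 0.24 uM Alexa 594-labeled tau (final), with compound and 20 uM heparin in 100 mM sodium acetate pH 7; 6 hr at 37 C, then Alexa 594 FP read.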
JMJD2E inh – inhibitors of human JMJD2E histone demethylase; B2RXH2; JMJD2E catalytic domain, FDH-coupled NADH fluorescence (FDH is formaldehyde dehydrogenase); Potency, µM (titrated, usually from 57.1 µM), for inactives: at the highest dose activity change, negative = inhibition, most hits filed as inhibitors; hit rate 1.6% among 230,000; active = well fitted inhibition curve with a large enough effect, not every such curve was filed as active; inconclusive = small, poorly fitted or top-dose-only effect, or another doubt; inactive = no such curve, though single readings can be large or run the other way;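 also: 0% = wells with enzyme and -100% = buffer wells without enzyme; nearly all actives have a fitted effect of over 50% in size; many of its hits are not listed in these tables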
Target sequence (B2RXH2 1-337 limits assumed): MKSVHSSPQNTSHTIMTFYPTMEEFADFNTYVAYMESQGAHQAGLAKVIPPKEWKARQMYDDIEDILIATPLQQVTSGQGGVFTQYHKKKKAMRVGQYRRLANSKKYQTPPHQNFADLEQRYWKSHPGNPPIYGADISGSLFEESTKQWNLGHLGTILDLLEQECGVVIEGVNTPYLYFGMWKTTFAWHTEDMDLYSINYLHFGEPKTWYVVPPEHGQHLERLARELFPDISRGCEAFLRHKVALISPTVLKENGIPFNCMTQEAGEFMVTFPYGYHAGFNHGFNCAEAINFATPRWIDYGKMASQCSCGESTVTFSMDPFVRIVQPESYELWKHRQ
Tau fibril ThT – tau fibrillization inhibition (ThT binding); AID 1460; hit rate 2.1% among 270,000; P10636; recombinant tau K18 P301L (four-repeat tau fragment), heparin-induced fibrillization, ThT fluorescence; Potency, µM (highest dose often 57.4 µM), for inactives: at the top dose activity, negative = inhibition, hits mostly inhibitors; also: % is scaled to controls: 0 for no effect and ±100 for the full control effect; nearly all actives have a fitted effect of over 55% in size
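Aggregation was driven by heparin (20 uM final) acting on recombinant tau […] bearing P301L in 100 mM sodium acetate pH 7; fibrils were detected with Thioflavin T.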
SMN2 splice enh – SMN2 splice variant enhancement; HEK293 SMN2-luciferase splicing reporter, luminescence, 30-36 h; Potency, µM (titrated, usually from 46.1 µM), inactives show at the highest dose activity change, positive = activation, hits mostly activators; hit rate 2.8% among 210,000; also: % of control where 0% means no effect; nearly all actives have a fitted effect of over 55% in size
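HEK293 cells carry an SMN2 minigene-luciferase reporter in which exon 7 inclusion puts luciferase in frame. Cells were seeded at 2000 cells/well, attached for 10-12 hours, then exposed to compounds for 30-36 hours at 37C before ONE-Glo luminescence.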
Starred values were filed as active, the others as inactive; [ ] = another dose, or the depositor's remark. Unless noted, calls follow the shape of the dose curve; as a rule, active = well fitted curve in the direction sought with a large enough effect; inconclusive = small, poorly fitted or top-dose-only effect, or another doubt; inactive = no such curve, though single readings can be large; an effect the other way counts as inactive or inconclusive. Potency is read from the fitted curve at half-maximal effect. The list is partial; the hit share may differ from the screen's.

What do the screens show for `O=C(NCC(c1ccco1)N1CCOCC1)c1cccc([N+](=O)[O-])c1` (stereo unspecified)?
ALDH1A1 inh: -5%; Tau fluor counter: -11%; HTT aggregate: 5%; HTT cytoprotect: -3%; Tau fibril FP: -8%; JMJD2E inh: 5%; Tau fibril ThT: -4%; SMN2 splice enh: 7%

Results for CN(C)S(=O)(=O)c1cc(NC(=O)c2cc(=O)[nH]c3ccccc23)ccc1Cl ?
ALDH1A1 inh: inconclusive; Tau fluor counter: -19%; HTT aggregate: 1%; HTT cytoprotect: -26%; Tau fibril FP: -9%; JMJD2E inh: -23%; Tau fibril ThT: -5%; SMN2 splice enh: 5%

Results for CCc1cccc(CC)c1NC(=S)NCC(c1cccnc1)N1CCOCC1 (stereo unspecified) ?
ALDH1A1 inh: -9%; Tau fluor counter: -1%; HTT aggregate: -5%; HTT cytoprotect: 29%[10 µM]; Tau fibril FP: 8%; JMJD2E inh: -2%; Tau fibril ThT: -4%; SMN2 splice enh: 5%

How did COc1ccc2c(c1)CCc1c(C(=O)N3CCCc4ccccc43)noc1-2 do in these assays?
ALDH1A1 inh: 4.5µM*; Tau fluor counter: -20%; HTT aggregate: -18%; HTT cytoprotect: 3%[10 µM]; Tau fibril FP: -2%; JMJD2E inh: -4%; Tau fibril ThT: inconclusive; SMN2 splice enh: -18%

What do the screens show for `Cc1ccc(NC(=O)c2nc[nH]c2C(=O)N[C@@H](C)c2ccccc2)cc1`?
ALDH1A1 inh: inconclusive; Tau fluor counter: inconclusive; HTT aggregate: 6%[9.22 µM]; HTT cytoprotect: 11%[10 µM]; Tau fibril FP: inconclusive; JMJD2E inh: -2%; Tau fibril ThT: 10%

How did CCOc1cc2c(cc1/C=C(/C#N)c1ccc(C(=O)O)cc1)OCO2 do in these assays?
ALDH1A1 inh: -13%; Tau fluor counter: -9%; HTT aggregate: 19%; HTT cytoprotect: -30%; Tau fibril FP: 5%; JMJD2E inh: -20%; Tau fibril ThT: -12%; SMN2 splice enh: -22%

Results for CC1CCOC2(O1)C(=O)Nc1ccccc12 (stereo unspecified) ?
ALDH1A1 inh: 3%; Tau fluor counter: 0%; HTT aggregate: -22%; HTT cytoprotect: -12%; Tau fibril FP: 7%; JMJD2E inh: 2%; Tau fibril ThT: -2%; SMN2 splice enh: 9%

What do the screens show for `C#CCSc1nc(C)cc(C(=O)OCC)c1C#N`?
ALDH1A1 inh: -8%; Tau fluor counter: -9%; HTT aggregate: 1%[9.22 µM]; HTT cytoprotect: 2%[10 µM]; Tau fibril FP: -6%; JMJD2E inh: 23%; Tau fibril ThT: -6%

What do the screens show for `COc1ccc(-n2c(CCc3ccccc3)nnc2SCC(=O)c2ccc(Cl)cc2)cc1`?
ALDH1A1 inh: inconclusive; Tau fluor counter: 4%; HTT aggregate: -11%; HTT cytoprotect: -25%[10 µM]; Tau fibril FP: 9%; JMJD2E inh: -6%; Tau fibril ThT: 6%; SMN2 splice enh: -20%

Results for CC(=O)c1ccc(OCC(O)CN2CCN(CCN3C(=O)c4cccc5cccc(c45)C3=O)CC2)cc1 (stereo unspecified) ?
ALDH1A1 inh: -7%; Tau fluor counter: -7%; HTT aggregate: inconclusive; HTT cytoprotect: -22%[10 µM]; Tau fibril FP: -4%; JMJD2E inh: inconclusive; Tau fibril ThT: inconclusive; SMN2 splice enh: -3%

What do the screens show for `O=C(CCSCCC(=O)NCC1CCCO1)NCC1CCCO1` (stereo unspecified)?
ALDH1A1 inh: -7%; Tau fluor counter: -1%; HTT aggregate: -15%; HTT cytoprotect: 9%; Tau fibril FP: -6%; JMJD2E inh: 2%; Tau fibril ThT: -8%

What do the screens show for `CC1CCN(c2nc3c(c(=O)[nH]c(=O)n3C)n2Cc2ccccc2)CC1`?
ALDH1A1 inh: -36%; Tau fluor counter: -10%; HTT aggregate: 6%; HTT cytoprotect: 11%; Tau fibril FP: 2%; JMJD2E inh: 1%; Tau fibril ThT: -11%; SMN2 splice enh: 1%

How did O=C(CN(C(=O)CCC(=O)Nc1nccs1)c1ccc(F)cc1)NCc1ccco1 do in these assays?
ALDH1A1 inh: 14%; Tau fluor counter: 1%; HTT aggregate: -10%; HTT cytoprotect: 6%[10 µM]; Tau fibril FP: 0%; JMJD2E inh: 1%; Tau fibril ThT: 0%; SMN2 splice enh: -10%

What do the screens show for `COc1cc(NC(=O)CN2CCCCC2C)c(C)cc1[N+](=O)[O-]` (stereo unspecified)?
ALDH1A1 inh: -8%; Tau fluor counter: -2%; HTT aggregate: -4%; Tau fibril FP: 2%; JMJD2E inh: -6%; Tau fibril ThT: 1%; SMN2 splice enh: -18%

What do the screens show for `CC(C)CCn1c(=O)c2cccnc2n(CC(=O)Nc2ccccc2)c1=O`?
Tau fluor counter: -27%; Tau fibril FP: -19%; Tau fibril ThT: 4%; SMN2 splice enh: -3%

Compounds shown so far with a nitro group on carbon, in the order listed:
What do the screens show for `O=C(NCC(c1ccco1)N1CCOCC1)c1cccc([N+](=O)[O-])c1` (stereo unspecified)?
ALDH1A1 inh: -5%; Tau fluor counter: -11%; HTT aggregate: 5%; HTT cytoprotect: -3%; Tau fibril FP: -8%; JMJD2E inh: 5%; Tau fibril ThT: -4%; SMN2 splice enh: 7%

What do the screens show for `COc1cc(NC(=O)CN2CCCCC2C)c(C)cc1[N+](=O)[O-]` (stereo unspecified)?
ALDH1A1 inh: -8%; Tau fluor counter: -2%; HTT aggregate: -4%; Tau fibril FP: 2%; JMJD2E inh: -6%; Tau fibril ThT: 1%; SMN2 splice enh: -18%

Continued.
How did CCCNc1c(N)n(-c2ccccc2)c(=O)[nH]c1=O do in these assays?
ALDH1A1 inh: inconclusive; Tau fluor counter: -10%; HTT aggregate: 11%[9.22 µM]; HTT cytoprotect: 5%; Tau fibril FP: -9%; JMJD2E inh: inconclusive; Tau fibril ThT: -21%; SMN2 splice enh: -27%

What do the screens show for `CCCCC1=CC2=C(c3ccco3)C(=O)C(C)(OC(=O)c3cccs3)C(=O)C2=CO1` (stereo unspecified)?
ALDH1A1 inh: -4%; Tau fluor counter: -19%; HTT cytoprotect: -16%; Tau fibril FP: inconclusive; JMJD2E inh: -13%; Tau fibril ThT: inconclusive; SMN2 splice enh: -1%

Results for CC(C)c1ccc(NS(=O)(=O)c2cn(C)c(=O)n(C)c2=O)cc1 ?
ALDH1A1 inh: 3%; Tau fluor counter: 4%; HTT aggregate: -1%; HTT cytoprotect: -5%[10 µM]; Tau fibril FP: -3%; JMJD2E inh: 7%; Tau fibril ThT: -1%; SMN2 splice enh: -19%

How did O=c1cc(N2CCCCC2)c(-c2ccccc2)nn1Cc1ccc(Cl)cc1Cl do in these assays?
ALDH1A1 inh: inconclusive; Tau fluor counter: -3%; HTT aggregate: inconclusive; HTT cytoprotect: -108%[inhibitor]; Tau fibril FP: -4%; JMJD2E inh: -20%; Tau fibril ThT: -14%; SMN2 splice enh: -38%[inhibitor]

Results for CCOc1ccc(C(=O)O/N=C(\N)c2ccc([N+](=O)[O-])cc2)cc1OCC ?
ALDH1A1 inh: 1%; Tau fluor counter: -14%; HTT aggregate: inconclusive; HTT cytoprotect: 11%[10 µM]; Tau fibril FP: 3%; JMJD2E inh: 4%; Tau fibril ThT: inconclusive; SMN2 splice enh: 12%

Results for CC(C)C(=O)Nc1ccc(C(=O)NNC(=O)c2ccco2)cc1 ?
ALDH1A1 inh: 3%; Tau fluor counter: -1%; HTT aggregate: 4%; HTT cytoprotect: -6%; Tau fibril FP: -1%; JMJD2E inh: 1%; Tau fibril ThT: 11%; SMN2 splice enh: -4%

How did COC(=O)C1=C(C)OC(N)=C(C#N)C1c1cccnc1 (stereo unspecified) do in these assays?
ALDH1A1 inh: -4%; Tau fluor counter: -7%; HTT aggregate: -9%; HTT cytoprotect: -4%; Tau fibril FP: -4%; JMJD2E inh: -12%; Tau fibril ThT: inconclusive; SMN2 splice enh: 23%

Results for O=C(Nc1nc2ccccc2[nH]1)C1CCCO1 (stereo unspecified) ?
ALDH1A1 inh: 5%; Tau fluor counter: 7%; HTT aggregate: 10%; HTT cytoprotect: 15%; Tau fibril FP: -5%; JMJD2E inh: 6%; Tau fibril ThT: 11%; SMN2 splice enh: 29%

What do the screens show for `CCc1nnc(NC(=O)c2ccc(S(=O)(=O)N3CCc4ccccc4C3)cc2)s1`?
ALDH1A1 inh: 3%; Tau fluor counter: -6%; HTT aggregate: 14%; HTT cytoprotect: 3%[10 µM]; Tau fibril FP: -6%; JMJD2E inh: -21%; Tau fibril ThT: -3%; SMN2 splice enh: -21%

Results for O=C(Nc1ccc2c(c1)OCCO2)c1ccncc1 ?
ALDH1A1 inh: -9%; Tau fluor counter: 4%; HTT aggregate: -22%; HTT cytoprotect: -24%; Tau fibril FP: 7%; JMJD2E inh: -5%; Tau fibril ThT: -4%; SMN2 splice enh: inconclusive

How did COc1cccc(NC(=O)CSc2nc3n[nH]c(C)c3c(=N)n2-c2cccc(OC)c2)c1 do in these assays?
ALDH1A1 inh: inconclusive; Tau fluor counter: inconclusive; HTT aggregate: 8%; HTT cytoprotect: 0%; Tau fibril FP: -16%; JMJD2E inh: inconclusive; Tau fibril ThT: -6%; SMN2 splice enh: 13%

How did COCCCNC(=O)CN1CCN(Cc2ccc(Cl)cc2)C1=O do in these assays?
ALDH1A1 inh: 7%; Tau fluor counter: -7%; HTT aggregate: -9%; HTT cytoprotect: -10%; Tau fibril FP: 3%; JMJD2E inh: -2%; Tau fibril ThT: -6%; SMN2 splice enh: -8%

How did CC(C)S(=O)(=O)c1csc(NC(=O)Nc2cc(Cl)ccc2Cl)c1Cl do in these assays?
ALDH1A1 inh: 0%; Tau fluor counter: inconclusive; HTT aggregate: 26%[9.22 µM]; HTT cytoprotect: -10%[10 µM]; Tau fibril FP: 22µM*; JMJD2E inh: 0%; Tau fibril ThT: 2%

How did COc1ccccc1N1CCN(CC(=O)c2c(C)[nH]c3cc(C)ccc23)CC1 do in these assays?
ALDH1A1 inh: inconclusive; Tau fluor counter: -14%; HTT aggregate: 19%; HTT cytoprotect: -11%; Tau fibril FP: 14%; JMJD2E inh: -24%; Tau fibril ThT: -18%; SMN2 splice enh: -10%
